High-throughput results as filed in PubChem.
FN deposition inh – inhibitors of fibronectin matrix deposition, primary screen, AH1F cells, Alexa488-fibronectin fluorescence, plate reader | AH1F fibroblasts, overnight | inhibition, % at 12.6 µM | 350,000 compounds, 0.086% hits | AID 743247, 2014;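 active means mean inhibition across replicates of 30% or more, regardless of how many single replicates reach that level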;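 further: positive control wells lacked labelled fibronectin entirely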
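Material – AH1F fibroblast monolayer, labelled fibronectin deposition · Reagent – labelled fibronectin 24 nM · Timing – 1 h adhesion, overnight exposure · Measured by – fluorescence at 485 nm excitation, 525 nm emission · Read-out – inhibition of fibronectin deposition signal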
PAX8 inh HTS – inhibitors of PAX8-driven TPO luciferase reporter, primary screen, RMG-I cells, single concentration; inhibition, % at 12.6 µM; 360,000 compounds, 1.2% hits; SteadyGlo, 24 h;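 active means mean replicate inhibition at least 60% with every replicate also reaching 60%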;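 further: luciferase light reporting Pax8 driven TPO promoter activity; plate controls were median of neutral control wells for no effect and mitoxantrone controls for full effect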
PGC1a acetyl inh – inhibitors of PGC1a acetylation signal, primary screen, cell-based, U2OS, AlphaScreen, inhibitor mode | AlphaScreen anti-acetyl-lysine; with virally co-expressed GCN5 acetyltransferase | 350,000 compounds, 0.17% hits | AID 651687, 2012 | inhibition, % at 15.6 µM;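 active means every replicate shows inhibition of at least 40%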;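 further: 0% = neutral control wells and 100% = positive control wells; some results beyond the cut were filed as inactive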
Cneo AK release – Cryptococcus neoformans cell lysis inducers, primary screen, AK release luminescence, single concentration; C. neoformans lysis, adenylate kinase release luminescence, 4 h; normalised: neutral wells 0, clomiphene wells 100; 360,000 compounds, 0.2% hits; AID 651654, 2012; lysis activity, % at 15 µM;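 active means mean lysis activity across replicates of at least 80%, whatever share of replicates individually reach that level; inactive means mean lysis activity below 80%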
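Schedule: static 4 h at 37 °C with compound, 1 h detection; system: C. neoformans cells; benchmarks: Clomiphene as positive control; buffer or medium: fresh YPD medium; measure: luminescence rise reflecting yeast cell lysis; measured by: luminescent adenylate kinase detection reagent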
EWS-Fli block – EWS/Fli-driven NR0B1 reporter inhibitors, primary screen, A673 cells, NR0B1 luciferase, luminescence, MLPCN library. viability-normalised. 350,000 compounds, 0.67% hits. inhibition, % at 12.6 µM;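 active means mean inhibition of at least 50% after viability correction, with every replicate also passing that limit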;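 further: firefly luciferase signal divided by Alamar Blue viability fluorescence both relative to DMSO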
LGR2 inh – inhibitors of bursicon-induced LGR2 CRE-luciferase signal, primary screen, cell-based, HEK293, CRE-luciferase reporter, bursicon stimulation; Drosophila bursicon receptor LGR2 (rickets); bursicon-stimulated, 4 h; inhibition, % at 9.99 µM; 380,000 compounds, 0.35% hits;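 active means drop in luminescence signal, shown as inhibition above about 50% in the replicate tests, limit read from the data, passing the limit was not always enough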;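 further: agonist challenge used bursicon conditioned medium at about half maximal strength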
Active calls of the source: *; . = no result given. A portion of the library, so the mix of outcomes need not match the whole.

Every second line gives: FN deposition inh	PAX8 inh HTS	PGC1a acetyl inh	Cneo AK release	EWS-Fli block	LGR2 inh
CCS(=O)(=O)N1CC2(CN[C@@H](CO)c3c2c2ccc(OC)cc2n3C)C1
 : .	.	1	.	4	2
COc1ccc2c3c(n(C)c2c1)[C@H](CO)NCC31CN(C(=O)c2ccc(F)cc2)C1
 : .	.	4	.	5	-5
O=C(NC1CCCCC1)c1cc(Cl)ccc1[N+](=O)[O-]
 : .	-1	.	1	.	-10
O=C(N/N=C/c1ccc(Br)s1)c1ccccn1
 : .	-51	.	-5	.	-19
O=C(Cn1c2ccccc2c(=O)c2ccccc21)N/N=C/c1ccc(N2CCCC2)c([N+](=O)[O-])c1
 : .	8	.	17	.	-8
CCOC(=O)C1=C(C)C2C3C(=O)N(c4cc(C)ccc4C)C(=O)C3C1(C)C1C(=O)N(c3cc(C)ccc3C)C(=O)C21 (stereo not drawn)
 : .	6	.	.	-20	13
Cc1cc(C)cc(N(C(=O)c2cc3ccccc3oc2=O)C2C=CS(=O)(=O)C2)c1 (stereo not drawn)
 : .	6	.	.	15	24
CCOC(=O)Cc1ccc(NCc2ccc(Cl)cc2)cc1
 : .	-17	.	.	9	0
O=C(NC(=S)N1CCN(Cc2ccc3c(c2)OCO3)CC1)c1ccc(Cl)cc1
 : .	7	.	.	3	10
Nc1nc(Cl)cc(NCCc2ccccc2)n1
 : .	-27	.	.	-17	-43
Cc1ccc(C2CC(c3ccccc3)=NN2c2ccccc2)o1 (stereo not drawn)
 : .	-20	.	.	-5	-18
COc1cc(S(=O)(=O)Nc2cccc(C)c2)ccc1NC(=O)c1cccnc1
 : .	0	.	.	2	5
COc1ccc(C(=O)/C=C/c2ccc(N3CCCCC3)c([N+](=O)[O-])c2)cc1
 : .	-31	.	.	6	25
COc1ccc(C2OCC3(CO2)SC(=O)NC3=O)cc1 (stereo not drawn)
 : .	7	.	.	-7	12
CC=Cc1ccc2n(c1=O)C[C@@H]1[C@@H](CO)[C@H](C(=O)Nc3ccc(-c4ccccc4)cc3)[C@H]2N1C(C)=O (mixture of isomers)
 : .	8	.	.	-7	1
O=C(NC1CCCCCC1)C(=S)N1CCOCC1
 : .	4	.	.	-4	0
Cc1nc(NC(=O)c2ccc(-c3cc4ccccc4oc3=O)cc2)ccc1Br
 : .	7	.	.	-3	-19
Cc1cc(NC(=O)CN2C(=O)NC3(CCC(C)CC3)C2=O)no1 (stereo not drawn)
 : .	6	.	.	8	-8
COc1ccccc1NC(=S)N(CCCN1CCOCC1)Cc1cccs1
 : .	9	.	.	8	14
COc1ccccc1-n1c(C)nc2cc(C(=O)NCc3ccc4c(c3)OCO4)ccc21
 : .	-5	.	.	-15	7

Full records from above.
COc1ccc2c3c(n(C)c2c1)[C@H](CO)NCC31CN(C(=O)c2ccc(F)cc2)C1 as listed: FN deposition inh = .; PAX8 inh HTS = .; PGC1a acetyl inh = 4; Cneo AK release = .; EWS-Fli block = 5; LGR2 inh = -5
CCS(=O)(=O)N1CC2(CN[C@@H](CO)c3c2c2ccc(OC)cc2n3C)C1 as listed: FN deposition inh = .; PAX8 inh HTS = .; PGC1a acetyl inh = 1; Cneo AK release = .; EWS-Fli block = 4; LGR2 inh = 2

The main list resumes, repeating the two entries before the break.
Every second line gives: FN deposition inh	PAX8 inh HTS	PGC1a acetyl inh	Cneo AK release	EWS-Fli block	LGR2 inh
COc1ccccc1NC(=S)N(CCCN1CCOCC1)Cc1cccs1
 : .	9	.	.	8	14
COc1ccccc1-n1c(C)nc2cc(C(=O)NCc3ccc4c(c3)OCO4)ccc21
 : .	-5	.	.	-15	7
COc1ccc2c3c([nH]c2c1)[C@@H](CO)N(C(=O)C1CCC1)CC31CCN(C(=O)c2ccncc2)CC1
 : .	-1	.	.	-6	1
COc1ccc2c3c([nH]c2c1)[C@H](CO)N(Cc1ccccc1F)CC31CCN(C(=O)C2CCC2)CC1
 : .	12	.	.	19	13
Cc1ccc(NC(=O)COC(=O)C(NS(=O)(=O)c2ccc(Cl)cc2)C(C)O)cc1 (stereo not drawn)
 : .	15	.	.	3	-14
O=C(/C=C/c1cccc([N+](=O)[O-])c1)N1CCOCC1
 : .	13	.	.	9	-2
COc1ccc(/C=C/C(=O)NCCCc2ccccc2)cc1
 : .	20	.	.	0	0
COC(=O)c1ccc2c(=O)n(-c3ccccc3F)c(=S)[nH]c2c1
 : .	9	.	.	9	5
CCOc1ccc(/C=C/C(=O)c2ccc(-c3ccccc3)cc2)cc1
 : .	-8	.	.	7	-3
CNc1ccc(/C=C/C(=O)c2ccc3c(c2)OCCO3)cc1[N+](=O)[O-]
 : .	-5	.	.	-11	-6
CSCC[C@H](NC(=O)c1cccc([N+](=O)[O-])c1C)c1nc2ccccc2[nH]1
 : .	7	.	.	4	-3
COC(=O)CCSc1cc([N+](=O)[O-])cc2c1c(C1OCCO1)nn2-c1ccccc1
 : .	-2	.	.	-3	7
O=C(NCc1ccc2c(c1)OCO2)[C@@H]1[C@@H](CO)[C@@H]2Cn3c(cccc3=O)[C@H]1N2Cc1cccnc1
 : .	-13	.	.	-6	-9
CCc1ccccc1NC(=S)N(CCN1CCCCC1)Cc1ccco1
 : .	-3	.	.	0	37
CC(C)c1ccc(Nc2nnc(SCC(=O)c3nnc(-c4ccccc4)o3)s2)cc1
 : .	-89	.	.	-42	22
Cc1ccc(NC(=O)COC(=O)CCC(=O)c2ccc(Cl)cc2)cc1S(=O)(=O)N(C)C
 : .	12	.	.	-13	-11
Cn1c(=O)c(/C=C/c2ccccc2)nc2ccccc21
 : .	-58	.	.	-25	-17
COc1ccc(NC(=S)N(CCCN2CCCC(C)C2)Cc2cccs2)cc1 (stereo not drawn)
 : .	-19	.	.	-3	1
Cn1ccc(C(=O)OCC(=O)Nc2cccc3ccccc23)n1
 : .	-3	.	.	4	-17
CC(C)(C)NC(=O)C(=O)NNC(=O)c1ccc(C(C)(C)C)cc1
 : .	-2	.	.	-9	4
COc1ccc(/C=N/Nc2ncnc3sc4c(c23)CCCC4)cc1O
 : .	-33	.	.	-13	-13
COc1ccc2c3c(n(C)c2c1)[C@@H](CO)N(C(=O)C1CC1)CC31CN(Cc2cccc(F)c2)C1
 : .	7	.	.	0	5
CCc1ccc(NC(=S)NCc2ccccc2)cc1
 : .	-11	.	.	6	-8
COCCN(C(=O)CN1CCN(S(=O)(=O)c2ccc(F)cc2)CC1)c1c(N)n(Cc2ccccc2)c(=O)[nH]c1=O
 : .	3	.	.	8	5
O=C(N/N=C/c1ccncc1)C12CC3CC(CC(C3)C1)C2
 : .	5	.	.	0	4
O=C(CNS(=O)(=O)c1ccc2ccccc2c1)OCc1csc(-c2ccccc2)n1
 : .	-6	.	.	-4	-3
Nc1ccc(C(=O)OCC(=O)Nc2ccc([N+](=O)[O-])cc2C(F)(F)F)cc1
 : .	5	.	.	-4	20
O=C(COC(=O)c1ccncc1)c1ccccc1
 : .	-23	.	.	2	-21
Cc1cccc(OCc2ccc(C(=O)Nc3ccc(F)cc3)cc2)c1
 : .	-8	.	.	10	-28
C=CCNC(=S)N/N=C/c1ccc(C)c([N+](=O)[O-])c1
 : .	3	.	.	-1	-5
CC1CCN(c2ccc([N+](=O)[O-])cc2C(=O)O)CC1
 : .	-2	.	.	0	-7
CCOC(=O)C(=NC(C)(C)C)NNc1cc(Cl)ccc1Cl
 : .	-9	.	.	-35	13
Cc1ccc(CSc2nnc(-c3cccc(S(=O)(=O)N4CCOCC4)c3)n2C2CCCC2)cc1
 : .	17	.	.	1	6
COc1ccc(NC(=O)Cc2ccc(C)cc2)c([N+](=O)[O-])c1
 : .	-26	.	.	5	39
CCCNC(=O)COC(=O)c1cccnc1Nc1ccccc1F
 : .	5	.	.	7	-1
Cc1c(N=Nc2ccc(N(C)C)cc2)c(=O)n(-c2ccccc2)n1C
 : .	-127	.	.	-70	-39
COCCCN(C(=S)Nc1cc(C)cc(C)c1)C(C)c1ccncc1 (stereo not drawn)
 : .	11	.	.	-36	-1
CCc1ccccc1NC(=S)N(CCN1CCCCCC1)Cc1ccco1
 : .	-2	.	.	9	11
CSc1sc(C)cc1/C=N/O
 : .	12	.	.	-9	-5
Cc1nn(C)c(-c2n[nH]c(=S)n2-c2ccccc2)c1Cl
 : .	-6	.	.	4	-4
C/C(=C\C(=S)Nc1ccccc1)Nc1cccc2ccccc12
 : .	2	.	.	3	7
Cn1nc([N+](=O)[O-])c(C(C#N)c2nc3ccccc3n2C)c(Cl)c1=O (stereo not drawn)
 : .	19	.	.	-12	8
COc1cccc(N2CCN(CC(=O)NC(=O)NCc3ccco3)CC2)c1
 : .	4	.	.	-6	14
CN(C[C@H]1[C@@H](c2ccccc2)[C@@H](CO)N1C(=O)C1CC1)C(=O)c1ccncc1
 : .	-23	0	.	.	1
COc1ccc(OC)c(NC(=O)CCN2CCCCC2)c1
 : -5	.	10	5	.	.
O=C(Nc1c(C(=O)N2CCOCC2)cnn1-c1ccccc1Cl)c1ccco1
 : 3	.	-2	6	.	.
Nc1ccc(-n2nncc2-c2ccc(Cl)cc2)cc1
 : 13	.	-5	-1	.	.
CC1=Nc2ncnn2C(c2ccccc2)/C1=N\O (stereo not drawn)
 : 7	.	0	11	.	.
CCOC(=O)c1c(C)nc2c(c1-c1ccccc1)C(=O)c1ccccc1-2
 : 3	.	-1	1	.	.
CCCCNc1nc2c(c(=O)n(C)c(=O)n2C)n1Cc1cccc(OC)c1
 : -4	.	19	0	.	.
CC(C)OC(=O)c1c(F)c(F)c(N2CCOCC2)c(F)c1F
 : 3	.	57*	8	.	.
CCOc1ccccc1NC(=O)CSc1nnnn1Cc1ccccc1
 : -9	.	6	3	.	.
CC(C)OC(=O)CSc1nc2ncccc2[nH]1
 : 8	.	9	4	.	.
COc1ccc(NC(=O)CN(C)S(=O)(=O)c2ccccc2)c([N+](=O)[O-])c1
 : -5	.	-6	0	.	.
Cc1ccc2cccc(S(=O)(=O)Nc3c(C)n(C)n(-c4ccccc4)c3=O)c2n1
 : -1	.	-5	-5	.	.
O=C(Nc1ccc(F)cc1F)c1ccco1
 : -10	.	-2	1	.	.
COc1ccc(-c2nc3n(n2)C(c2ccncc2)C(C(N)=O)=C(C)N3)cc1 (stereo not drawn)
 : 2	.	-8	6	.	.
CCOC(=O)C1CCCN(C(=O)C2CCCN(S(C)(=O)=O)C2)C1 (stereo not drawn)
 : 0	.	1	1	.	.
COc1ccc(C(OC(=O)c2cccs2)C(=O)NCC2CCCO2)cc1 (stereo not drawn)
 : -6	.	-4	0	.	.
COc1ccccc1CC(=O)N1CCN(c2cccc(C(F)(F)F)c2)CC1
 : -12	.	-7	2	.	.
CC(C)(C)C(=O)CC(=O)Nc1ccc(Cl)c(N)c1
 : -3	.	2	4	.	.
N/C(=N\OC(=O)c1ccc(Cl)cc1Cl)c1ccccc1
 : -2	.	6	-5	.	.

Going on with the list.
Every second line gives: FN deposition inh	PAX8 inh HTS	PGC1a acetyl inh	Cneo AK release	EWS-Fli block	LGR2 inh
O=C(NC12CC3CC(CC(C3)C1)C2)N1CCN(C(=O)C2CCCO2)CC1 (stereo not drawn)
 : -7	.	3	4	.	.
COc1ccc(C(O)c2nccn2C)cc1 (stereo not drawn)
 : 3	.	2	0	.	.
CCCCN(C(=O)Nc1ccc(OCC)cc1)C1CCN(C(C)=O)CC1
 : -1	.	4	1	.	.
Nc1c(Cl)cc2c(c1Oc1ccccc1)C(=O)c1ccccc1C2=O
 : 1	.	3	0	.	.
CCCCC1(CCCC)NC(=S)N(Nc2ccc(C)cc2)C1=O
 : -1	.	-7	1	.	.
O=C(NCc1ccncc1)c1nnc(Cc2c(F)cccc2Cl)o1
 : -12	.	1	3	.	.
COc1ccccc1CC(=O)Nc1ccc(O)cc1C(=O)O
 : 1	.	13	7	.	.
CC(=O)c1cccc(Nc2nc(-c3cccc([N+](=O)[O-])c3)cs2)c1
 : 0	.	9	-2	.	.
